# Screens deposited in PubChem BioAssay by National Center for Advancing Translational Sciences (NCATS).
# HT1080 IDH1KD tx – kills HT-1080 cells with IDH1 knockdown; 2% of 360,000 active; Potency, µM (doses to about 46.1 µM), for inactives: top-dose activity, negative = toxicity, most hits filed as cytotoxic; AID 686971; HT-1080 IDH1 knockdown viability, ATP luminescence, 48 h;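 note: potency is the fitted concentration of half-maximal effect; 0% = DMSO wells and -100% = cell-free medium wells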
#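 Luminescent ATP read-out (CellTiter-Glo, 10 min at room temperature) after 48 h compound exposure at 37 °C gave viability of IDH1-knockdown HT-1080 cells. Activity was normalised to DMSO and cell-free wells, then fitted as concentration-response curves.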
# HT1080-NT tox – kills 2HG-producing HT-1080-NT fibrosarcoma cells; HT-1080-NT fibrosarcoma viability, CellTiter-Glo ATP luminescence, 48 h; Potency, µM (series often up to 46.1 µM), for inactives: at the top dose activity, negative = less viability, usual class: cytotoxic; 1.6% of 360,000 active; AID 686970;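 note: NT is the 2HG producing partner of a matched IDH1 knockdown line; potency is the fitted concentration of half-maximal effect; 0% = DMSO-treated cells and -100% = media-only wells without cells; nearly all actives have a fitted effect of over 55% in size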
#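 Viability of the 2HG-overproducing fibrosarcoma line after 48 hours of compound exposure at 37 degrees C was determined by luminescence with CellTiter-Glo, and concentration-effect curves were then fitted and categorized.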
# KB-V1 cytotox – KB-V1 MDR subline cytotoxicity; KB-V1 MDR cells viability, CellTiter-Glo, 72 h; Potency, µM (doses to about 46.1 µM), inactives show at the highest dose activity change, negative = cytotoxicity, most hits filed as cytotoxic; 3.4% of 400,000 active; AID 1347076; note: potency is the fitted concentration of half-maximal effect; % is set by controls: 0 for no effect and ±100 for the full control effect; nearly all actives have a fitted effect of over 60% in size
#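 Cells of the MDR subline KB-V1 are plated, dosed with compound at multiple concentrations, and incubated 72 h at 37 degrees C; CellTiter-Glo is then added and luminescence read after 10 min.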
# IL-1B inflam inh – inflammasome signaling inhibition, IL-1 beta readout; 4.7% of 360,000 active; THP-1 LPS/ATP IL-1B secretion, AlphaLISA, 16 h; active compounds read low; AID 743279; activity change, % at 57.5 µM; in the data active = activity change below about -50%; inconclusive = mostly about -30% to -49%; note: % is set by controls: 0 for no effect and ±100 for the full control effect
#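 Secreted IL-1B measured by AlphaLISA bead assay after 16 h compound exposure of THP-1 cells; compounds (final up to 57.5 uM) added 1 h before LPS (250 ng/mL) and ATP (1.25 mM) stimulation; lower signal means less secretion.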
# DRD3 agonist – D3 dopamine receptor (human) agonism; D3R DiscoveRx beta-arrestin cells, luminescence, 90 min; max activation, %; 0.58% of 410,000 active; in the data active = max activation above about 30%; note: 0% is about no effect; mostly tested at two doses, the higher about 12 µM
# Target sequence (P35462 whole entry, looked up): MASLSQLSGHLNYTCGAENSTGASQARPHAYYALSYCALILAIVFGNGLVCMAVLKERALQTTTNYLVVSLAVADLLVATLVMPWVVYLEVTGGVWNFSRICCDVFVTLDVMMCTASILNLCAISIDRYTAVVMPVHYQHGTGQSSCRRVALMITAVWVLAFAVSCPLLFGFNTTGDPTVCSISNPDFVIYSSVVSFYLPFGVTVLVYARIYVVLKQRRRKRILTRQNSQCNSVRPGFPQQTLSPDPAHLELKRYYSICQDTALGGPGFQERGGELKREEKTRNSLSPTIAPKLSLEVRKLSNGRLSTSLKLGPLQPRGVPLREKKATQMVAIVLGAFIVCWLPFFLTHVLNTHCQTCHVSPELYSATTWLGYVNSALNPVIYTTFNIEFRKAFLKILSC
#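 Agonist-mode cell screen: cells plated at 1500/well and incubated overnight at 37 °C, then exposed to library compounds for 90 min at 37 °C. Detection reagent was added for 30–60 min at room temperature, and luminescence was read.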
# HEK293 tox – cytotoxicity counter-screen for GLP-1 receptor inverse agonists; HEK293 cAMP-luciferase reporter cells, luminescence, 24 h; Potency, µM (series often up to 38.3 µM), inactives show at the highest dose activity change, negative = inhibition, actives largely listed as inhibitors; 0.13% of 410,000 active; AID 624418;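 note: loss of luciferase light is scored as toxicity; potency is the fitted concentration of half-maximal effect; % is set by controls: 0 for no effect and ±100 for the full control effect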
#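 MLSMR compounds, 24 hr on cells at 37 deg C/5% CO2; luminescence after luciferase reagent (12 min RT). Inhibition counted as the undesired cytotoxic outcome.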
# KB-3-1 cytotox – KB-3-1 parental cell cytotoxicity; KB-3-1 viability, CellTiter-Glo ATP luminescence, 72 h; Potency, µM (titrated, usually from 46.1 µM), for inactives: at the top dose activity change, negative = cytotoxic, hits mostly cytotoxic; 1.4% of 400,000 active; note: potency is the fitted concentration of half-maximal effect; % is set by controls: 0 for no effect and ±100 for the full control effect; nearly all actives have a fitted effect of over 60% in size
#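 Cytotoxicity in the drug-sensitive parental line KB-3-1 was scored as loss of CellTiter-Glo luminescence following 72 h incubation with compound. Values come from curve fitting of normalized concentration-response data.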
# MCF10A rerep – DNA re-replication induction in MCF 10a cells; MCF 10A DNA re-replication, Hoechst nuclear intensity, 48 h; 2.9% of 350,000 active; Potency, µM (series often up to 46.1 µM), for inactives: at the top dose activity, positive = re-replication, actives largely listed as activators; AID 624296; note: potency is the fitted concentration of half-maximal effect; % of control where 0% means no effect; nearly all actives have a fitted effect of over 50% in size
# SW480 rereplic – DNA re-replication induction in SW480 cells | SW480 DNA re-replication, Hoechst DNA content imaging, 48 h | Potency, µM (titrated, usually from 46.1 µM), without a hit: top-dose re-replication activation, hits mostly activators | 1.8% of 340,000 active | AID 624297; note: potency is the fitted concentration of half-maximal effect; % of control where 0% means no effect; nearly all actives have a fitted effect of over 55% in size
#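 Treated cells incubate 48 hr (37 C, 5% CO2), are stained 40 min with Hoechst, and nuclear fluorescence is enumerated; a rise in nuclei with high DNA signal marks re-replication.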
# Numbers without * were called inactive; ? = inconclusive; . = no result given; [ ] = dose if it differs, or a comment. Unless noted, calls come from the whole dose curve; as a rule, active = well fitted curve in the direction sought with a large enough effect; inconclusive = small, poorly fitted or top-dose-only effect, or another doubt; inactive = no such curve, though single readings can be large; an effect the other way counts as inactive or inconclusive. Compounds as they come; overall some 11% were active at least once.
Structure,HT1080 IDH1KD tx,HT1080-NT tox,KB-V1 cytotox,IL-1B inflam inh,DRD3 agonist,HEK293 tox,KB-3-1 cytotox,MCF10A rerep,SW480 rereplic
O=C(NC1CCCC1)C1CCCN1C(=O)Nc1ccc(Cl)cc1 (configuration not stated),2.0%,10.2%,-8.8%,3.3,-7.9,10.4%,-3.8%,4.9%,-12.0%
CC(=O)c1c(C)[nH]c(C(=O)NCC2CCCCC2)c1C,-3.3%,9.0%,-31.1%,12.5,-13.2,1.2%,-3.6%,14.0%,4.9%
COc1ccc(CNC(=O)c2ccc(NC(=O)CC3SC(N4CCCCC4)=NC3=O)cc2)cc1 (configuration not stated),3.7%,2.1%,-1.1%,-8.0,2.2,4.8%,9.3%,1.9%,20.4%
CCCN(CC(=O)Nc1ccc(C)cc1Br)CC(=O)Nc1ccc(F)c(F)c1F,-14.8%,-2.7%,8.2µM*,-28.8,-8.1,0.6%,-9.2%,?,0.1%
COC(=O)C1CSC(C(=O)OC)N1C(=O)Nc1ccc(Cl)cc1 (configuration not stated),2.6%,12.7%,-11.6%,-2.0,0.6,78.0%[activator],2.1%,4.4%,-3.4%
O=c1c2ccccc2nc(/C=C/c2cccnc2)n1CCc1ccccc1,?,?,?,-70.6*,3.8,?,-20.3%,29.1µM*,-21.4%
Cc1cc(C)n2cc(CSC3=NCCS3)nc2n1,-3.3%,-4.8%,0.0%,-9.2,4.8,8.1%,-0.1%,4.0%,-3.3%
CSc1cccc(NC(=S)N2CCCN(Cc3cccc(Cl)c3)C2)c1,?,?,?,-82.3*,-15.0,-12.2%,-3.7%,?,?
CC1C(=O)C(C)C(c2cccs2)NC1c1cccs1 (configuration not stated),-4.5%,-5.3%,-3.8%,10.2,-3.9,20.3%,-2.4%,-1.1%,-3.6%
COC(=O)c1ccc(N2C(=O)c3cc(N4CCOCC4)c([N+](=O)[O-])cc3C2=O)cc1,-2.1%,-3.2%,0.4%,2.2,-0.7,28.8%,0.1%,-0.9%,0.7%
O=C(Nc1ccc2c(c1)OCCO2)C1c2ccccc2C(=O)N2CCc3ccccc3C12 (configuration not stated),1.5%,6.5%,12.8%,5.0,-2.5,-6.5%,3.2%,13.8%,-9.5%
CCOC(=O)CSc1nc2c(sc(=S)n2-c2ccccc2)c(=O)[nH]1,1.9%,4.0%,7.7%,-10.8,0.5,-21.8%,0.5%,6.0%,-5.4%
O=C(NNC(=O)c1cc(-c2ccc(Br)cc2)nc2ccccc12)c1csc(N2CCOCC2)n1,-26.7%,-19.2%,-13.9%,?,0.2,-8.3%,-12.1%,-3.5%,8.8%
COc1ccc(NC(=O)c2cc(C3CCCCN3C(=O)c3ccccc3)on2)c(C)c1 (configuration not stated),-11.4%,-6.4%,2.8%,11.0,1.0,5.8%,0.0%,.,.
COc1ccc(CN(C)C(=O)c2cc(-c3ccc(OC)c(OC)c3)nc3ccccc23)c(OC)c1,-20.0%,-9.0%,-21.2%,-3.2,8.4,-16.2%,-1.4%,12.6%,-13.4%
Cc1ccc(Oc2c(C(F)(F)F)oc3c(CN4CCCCC4C)c(O)ccc3c2=O)cc1 (configuration not stated),.,.,9.3%,.,0.8,2.4%,5.5%,.,.
CCN(CC)c1ccc(C(=O)OCC(=O)NCC2CCCO2)cc1 (configuration not stated),6.5%,3.4%,21.2%,-13.7,2.3,4.7%,8.0%,-0.4%,-26.9%
Cc1cccc(NS(=O)(=O)c2ccc(C)c(C(=O)N(C)C)c2)c1,5.4%,6.9%,0.1%,-2.0,0.1,-6.3%,7.0%,-0.1%,1.9%
Cc1ccc(CNC(=O)COC(=O)C2CC2)cc1,7.5%,6.0%,42.2%,1.3,2.7,-10.9%,2.3%,1.6%,-2.2%
COc1ccc(NC(=O)C2c3cc(OC)c(OC)cc3C(=O)N(C)C2c2cccnc2)cc1OC (configuration not stated),3.9%,6.4%,14.0%,27.6,-2.3,-10.1%,11.5%,-2.5%,1.0%
CCOc1ccc(NC(=O)CN(C)C(=O)CSc2ccccc2)cc1OCC,0.7%,11.5%,?,5.2,5.7,-0.7%,23.9%,3.1%,-4.0%
Cc1nc2sc(C(c3cccc(F)c3)N3CC(C)OC(C)C3)c(O)n2n1 (configuration not stated),15.0%,13.5%,24.5%,7.2,0.3,-8.4%,2.3%,0.0%,-4.9%
COc1ccc2ccccc2c1CNCc1ccc(C)cc1,?,?,-7.2%,-91.7*,-21.4,-25.3%,-27.0%,0.5%,?
COc1cccc(CNc2nc3nc4c(c(=O)n3[nH]2)CCC4)c1,12.7%,15.0%,16.7%,-4.7,-1.0,12.0%,17.5%,-3.1%,-4.7%
COC(=O)CNC(=O)C12CC3CC(C1)CC(c1ccc(C)cc1)(C3)C2,6.4%,6.6%,0.0%,14.0,-9.5,4.8%,14.8%,0.0%,-3.9%

# Limited to KB-V1 cytotox, for some of the entries so far:
SMILES	KB-V1 cytotox
Cc1cc(C)n2cc(CSC3=NCCS3)nc2n1	0.0%
CC(=O)c1c(C)[nH]c(C(=O)NCC2CCCCC2)c1C	-31.1%

# (further entries)
Structure,HT1080 IDH1KD tx,HT1080-NT tox,KB-V1 cytotox,IL-1B inflam inh,DRD3 agonist,HEK293 tox,KB-3-1 cytotox,MCF10A rerep,SW480 rereplic
CC(Sc1nnnn1C)C(=O)Nc1ccc(Oc2ccccc2)cc1 (configuration not stated),-13.0%,-0.6%,-6.3%,-4.4,-0.1,8.1%,-6.4%,?,0.3%
CCOC(=O)c1c(NC(=O)CSc2nnnn2C)sc(C)c1-c1ccc(C)cc1,8.91µM*,?,13µM*,?,8.5,0.1%,?,?,16.7%
Cc1cc(Br)c(NC(=O)C(C)Sc2nnnn2C)c(Br)c1 (configuration not stated),10.5%,-0.7%,?,9.6,5.8,-11.4%,-2.2%,0.1%,-8.7%
Cc1[nH]n(C)c(=O)c1[N+](=O)[O-],-3.7%,3.1%,-3.4%,-0.5,-4.8,0.0%,13.2%,?,-10.1%
O=C(Nc1cnc2sccn2c1=O)c1ccc(Cl)cc1Cl,7.6%,22.3%,-0.5%,2.0,3.6,3.7%,-1.5%,6.6%,3.3%
Cc1cc(=O)[nH]c2c1c(C)nn2C1CCOC(C)(C)C1 (configuration not stated),15.8%,1.1%,-1.4%,-20.9,5.0,9.8%,0.2%,-6.0%,6.51µM*
COc1cccc(C2CCCN2Cc2nc(CCC(C)C)no2)c1 (configuration not stated),7.3%,3.4%,9.4%,34.2,2.1,15.1%,2.9%,18.7%,2.1%
COCCN(C(=O)CSc1nnc(-c2ccco2)n1C)c1c(N)n(CC(C)C)c(=O)[nH]c1=O,-5.8%,6.5%,-14.4%,4.8,1.3,5.3%,0.5%,-12.3%,0.4%
O=C(NC(CC(=O)N1CCN(c2ccccc2)CC1)c1ccccc1)c1ccccc1 (configuration not stated),8.8%,8.7%,-8.1%,-1.0,3.3,2.3%,0.4%,.,.
CC(=O)NC(CC(C)C)C(=O)O (configuration not stated),3.0%,-5.8%,6.8%,8.3,11.0,-2.5%,0.0%,1.7%,?
Cc1nc(OCC(=O)c2ccc(Cl)cc2)c(C#N)c2c1COC(C)(C)C2,2.6%,2.3%,-27.6%,-17.5,6.2,3.9%,-2.1%,4.61µM*,20.6µM*
Cc1ccc(N/N=C2\COC(C)(C)CC2=O)cc1,2.3%,-1.1%,-3.5%,-22.1,-18.4,10.9%,-5.7%,-5.3%,-5.8%
Cc1ccc(NC(c2nnc(-c3ccccc3)o2)c2ccccc2F)c(Cl)c1 (configuration not stated),.,.,-4.7%,.,-1.1,-5.5%,1.1%,.,.
COc1ccc2oc(C(=O)OCC(=O)NC(C)(C#N)C3CC3)c(C)c2c1 (configuration not stated),6.1%,11.9%,6.8%,0.4,-1.7,13.7%,4.9%,0.3%,-35.6%[inhibitor]
O=C(NCC(c1ccc2c(c1)OCO2)N1CCOCC1)c1ccc(F)cc1 (configuration not stated),.,.,-11.8%,.,-14.6,0.5%,0.3%,.,.
COCc1ccc(C(=O)NC2CCCc3c2cnn3-c2cc(C)cc(C)c2)s1 (configuration not stated),?,?,?,-22.2,-11.4,-17.8%,-22.9%,2.2%,0.5%
O=C(NCc1ccccc1)[C@@H]1CCCN1C(=O)[C@@H]1CCCN1C(=O)c1cccc2ccccc12,1.8%,-0.3%,-4.2%,-16.2,5.0,-1.2%,?,.,.
CNC(=O)Nc1ccccc1NC(=O)NC,-8.2%,-5.5%,-9.6%,10.9,4.6,5.9%,6.5%,-0.5%,-0.6%
O=C(c1ccco1)N1N=C(C2CCCCC2)CC1(O)C(F)(F)F (configuration not stated),-12.3%,-10.4%,?,29.0,4.2,-2.6%,-1.2%,-39.3%[inhibitor],-12.0%
O=C(NCc1ccc2c(c1)OCO2)c1cc2ccccc2o1,13.6%,6.8%,-17.2%,27.1,1.5,12.1%,-1.2%,26.6%,?
CCN(CC(=O)NCc1ccc(Cl)cc1)C(=O)CNS(=O)(=O)c1ccc(NC(C)=O)cc1,2.0%,6.8%,.,11.0,9.4,1.6%,.,-1.8%,-18.4%
Cc1ccc(NC2CCCCC2NS(=O)(=O)c2ccc(Cl)cc2)cc1 (configuration not stated),1.1%,-8.9%,-6.9%,38.0,-2.1,?,-6.8%,16.0%,17.9%
O=C(NC1CCCCC1)c1ccc2[nH]c(=O)c(=O)[nH]c2c1,-0.7%,2.8%,12.7%,4.2,0.6,-16.5%,4.3%,-4.3%,1.0%
C/C=C(\C)C(=O)NCCN1C2=NC[C@H](C(C)C)N2C[C@H]1Cc1ccc(O)cc1,-2.5%,-0.1%,9.1%,26.3,-12.6,2.1%,-2.7%,-10.2%,-5.3%
